Screening data from PubChem BioAssay.
EP2 modulator: EP2 receptor modulators, cAMP readout, primary screen, cell-based, HTRF cAMP, PGE2 stimulation; 260,000 tested, 0.83% active; EP2-expressing cells, cAMP HTRF FRET, PGE2 co-stimulation; induction, % at 25 µM; AID 940, 2007;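 active = compounds whose cAMP rise, as percent of the full-agonist control response, exceeds 60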;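 also: rat C6 glioma line stably carrying human EP2 under a CMV promoter; the protocol text gives 20 µM as final concentration; 100% = response of wells given 1 µM PGE2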
Target sequence (P43116 whole entry, looked up): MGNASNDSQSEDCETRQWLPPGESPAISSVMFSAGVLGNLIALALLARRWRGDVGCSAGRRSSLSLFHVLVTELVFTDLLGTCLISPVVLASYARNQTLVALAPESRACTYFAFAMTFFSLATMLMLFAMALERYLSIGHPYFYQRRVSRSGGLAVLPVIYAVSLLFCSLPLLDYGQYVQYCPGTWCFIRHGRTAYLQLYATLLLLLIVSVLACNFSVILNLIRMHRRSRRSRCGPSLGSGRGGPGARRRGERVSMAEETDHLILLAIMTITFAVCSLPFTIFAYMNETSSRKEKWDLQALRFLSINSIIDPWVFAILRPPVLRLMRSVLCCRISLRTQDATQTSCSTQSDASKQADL
CHOP inhibitor: inhibitors of CHOP promoter induction, primary screen, cell-based, unfolded protein response, luciferase reporter; AID 2732, 2010; CHO-K1 CHOP-promoter luciferase, tunicamycin-induced, 15-18 h; inhibition, % at 10 µM; 220,000 tested, 3.8% active;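 active = compounds that reduced the stress-induced luciferase reporter signal by more than about 70% of percent inhibition, limit read from the data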;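 also: 0% = tunicamycin plus vehicle and 100% = wells without tunicamycin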
An asterisk follows results filed as active; & = joins results of further samples. An excerpt; the hit share may differ from the screen's.

EP2 modulator,CHOP inhibitor,SMILES
21,-6,Cc1ccc(F)c(C2C3C=CCC(c4cccc(-c5ccc(N(C)C)cc5)c4)C3C(=O)N2Cc2ccccc2)c1 (stereo unspecified)
-5,10,O=c1cc(O)cc(/C=C/c2ccc(O)c(O)c2)o1
-1,-13,COC(=O)c1ccc(-c2ccc([C@H]3[C@H]4C=CC[C@@H](C)[C@@H]4C(=O)N3Cc3ccccc3)c(F)c2)cc1
2,5,Cc1ccc(SCCN2CCN(CC(C)C)CCC2=O)cc1
-4&-19,-6,COc1ccc(C)cc1NC(=O)CN1C(=O)c2ccccc2S1(=O)=O
6,14,C[C@@H]1CC=C[C@H]2[C@H]1C(=O)N(Cc1ccccc1)[C@H]2c1ccc(-c2ccc(F)cc2)cc1F
6,21,CCCNc1nc(C)cc(-c2cc(-c3ccccc3)on2)n1
26,-28,CC(N)=NCCCC[C@@H](N)C(=O)O
17,16,CCn1cc(S(=O)(=O)CC(=O)Nc2ccc3c(c2)OCO3)c2ccccc21
-12,11,CCCN1CCC(=O)N(CCSc2ccc(C)cc2)CC1
27,14,CCCCNC(=O)C(c1ccc(OCC(=O)OC)c(C(=O)OC)c1)N(CCc1ccccc1)C(=O)CCCCCN1C(=O)NC(c2ccc(-c3ccccc3)cc2)C(C(=O)OCc2ccccc2)=C1C (stereo unspecified)
-13,32,COc1ccc(C2/C=C\CN(C(=O)Nc3ccccc3-c3ccccc3)CC(=O)N2Cc2ccc(F)cc2)cc1 (stereo unspecified)
1,28,C[C@@H]1CC=C[C@H]2[C@H]1C(=O)N(Cc1ccccc1)[C@H]2c1ccc2ccccc2c1
-13,1,CCN(CC)CCC(c1ccc2c(c1)OCO2)c1c(OC)cc(OC)c2ccc(=O)oc12 (stereo unspecified)
-2,2,C=C1CCN([C@@H](C)C(=O)NCc2ccc(Cl)cc2)S(=O)(=O)c2ccccc21
-14,49,O=C(Nc1ccc(-c2csc(Nc3ccc(Cl)cc3)n2)cc1)c1cccc(C(F)(F)F)c1
26,0,O=Cc1cccn1-c1ccccc1
16,1,O=C(SCC(O)C(O)CS)c1cccs1 (stereo unspecified)
58,51,C[C@@]12CCC=C[C@H]1[C@H](c1ccc3ccccc3c1)N(Cc1ccccc1)C2=O
7,-21,Cc1ccc(CCNC(=O)C2CC(c3cccc(F)c3)=NO2)cc1 (stereo unspecified)

As entered above.
Under CHOP inhibitor, Cc1ccc(CCNC(=O)C2CC(c3cccc(F)c3)=NO2)cc1 (stereo unspecified) shows -21
Under EP2 modulator, C[C@@H]1CC=C[C@H]2[C@H]1C(=O)N(Cc1ccccc1)[C@H]2c1ccc2ccccc2c1 shows 1
Under EP2 modulator, C[C@@]12CCC=C[C@H]1[C@H](c1ccc3ccccc3c1)N(Cc1ccccc1)C2=O shows 58
Under CHOP inhibitor, O=Cc1cccn1-c1ccccc1 shows 0
Under EP2 modulator, CCN(CC)CCC(c1ccc2c(c1)OCO2)c1c(OC)cc(OC)c2ccc(=O)oc12 (stereo unspecified) shows -13

The listing continues.
EP2 modulator,CHOP inhibitor,SMILES
50,34,CC(C)n1cnc2c(NCc3ccccc3)nc(NCc3ccccc3)nc21
9,-28,COc1ccc(C(CCN2CCN(c3ccccc3)CC2)c2c(OC)cc(OC)c3c(-c4ccccc4)cc(=O)oc23)cc1 (stereo unspecified)
-23,2,CCCCC1=CC2=CC(=O)C(C)(OC(=O)CC)C(=O)C2=CN1CCN1CCOCC1 (stereo unspecified)
-10,6,CCCCN(CCCC)CCCNC(=O)C1CC(c2ccc(C(F)(F)F)cc2)=NO1 (stereo unspecified)
-7,-7,COc1ccccc1N1CCN(C(=O)CCCCn2c(=O)[nH]c3ccsc3c2=O)CC1
-7,-24,CC(=O)Oc1ccc(C(=O)Nc2nccs2)cc1
-8,38,O=C(NCc1ccc(OC(F)(F)F)cc1)C1CC(c2cccc(F)c2)=NO1 (stereo unspecified)
20,7,CC(=O)C1C(c2ccc(O)cc2)NC(=O)NC1(O)C(F)(F)F (stereo unspecified)
-17,24,O=c1cc(-c2cccc(Br)c2)oc2cccc(O)c12
5,-12,CCCNC(=O)C1CC(c2cccc(F)c2)=NO1 (stereo unspecified)

Arranged by value in EP2 modulator (highest first): three from the list above.
EP2 modulator,CHOP inhibitor,SMILES
6,14,C[C@@H]1CC=C[C@H]2[C@H]1C(=O)N(Cc1ccccc1)[C@H]2c1ccc(-c2ccc(F)cc2)cc1F
5,-12,CCCNC(=O)C1CC(c2cccc(F)c2)=NO1 (stereo unspecified)
-5,10,O=c1cc(O)cc(/C=C/c2ccc(O)c(O)c2)o1

Part of the list above in a different format:
Values run as follows: EP2 modulator | CHOP inhibitor
> CCCCC1=CC2=CC(=O)C(C)(OC(=O)CC)C(=O)C2=CN1CCN1CCOCC1 (stereo unspecified)
  -23 | 2
> CCCCN(CCCC)CCCNC(=O)C1CC(c2ccc(C(F)(F)F)cc2)=NO1 (stereo unspecified)
  -10 | 6
> COc1ccccc1N1CCN(C(=O)CCCCn2c(=O)[nH]c3ccsc3c2=O)CC1
  -7 | -7
> CC(=O)Oc1ccc(C(=O)Nc2nccs2)cc1
  -7 | -24
> O=C(NCc1ccc(OC(F)(F)F)cc1)C1CC(c2cccc(F)c2)=NO1 (stereo unspecified)
  -8 | 38

Next results.
EP2 modulator,CHOP inhibitor,SMILES
-11,13,COC(=O)c1cccc(C23CC4(C2)[C@H](CN(Cc2cccnc2)[C@@H]4c2ccccc2)C3c2ccccc2)c1 (stereo partly specified)
6,-30,Cc1ccc(C2(COC(=O)C(C)C)CO2)c(OC(=O)C(C)C)c1 (stereo unspecified)
4,8,CCCCNc1nc2c(c(=O)n(C)c(=O)n2C)n1CCC
-25,14,Cc1ccc(NC(=O)c2nc[nH]c2C(=O)N2CCC(C)CC2)cc1
28,17,O=C(O)C1C2CCC(C2)C1C(=O)NCCCn1ccnc1 (stereo unspecified)
8,-3,Cc1nc(-c2ccc(Cl)cc2)sc1C1(C)CC(c2ccccc2F)=NO1 (stereo unspecified)
-3,-1,C/C=C\C=C\C(=O)N1CC2(CC(c3cccc(NC(=O)CC(c4ccccc4)c4ccccc4)c3)=NO2)C[C@H]1C(N)=O (stereo partly specified)
-12,73*,C[C@H]1[C@H](C)CC[C@]2(C(=O)O)CC[C@]3(C)C(=CC[C@@H]4[C@@]5(C)CC[C@H](O)C(C)(C)[C@@H]5CC[C@]43C)[C@H]12
-13,-86,CC1=C(/C=C/C(C)=C/C=C/C(C)=C/C(=O)Nc2ccc(O)cc2)C(C)(C)CCC1
-1,27,Cc1ccc(-c2nc(NC(=O)CSc3nnc4scc(-c5ccccc5)n34)ns2)cc1
7,10,O=c1onc2cnc3ccccc3n12
8,10,C=C1CCN(CC(=O)OC)S(=O)(=O)c2ccccc21
-15,9,COc1ccc(-c2cccc(C3CC=CC4C3C(=O)N(Cc3ccccc3)C4c3ccc4ccccc4c3)c2)cc1 (stereo unspecified)
21,-1,COCCNc1nc(C)cc(-c2cc(C(=O)NC3CCCC3)on2)n1
-6,29,Cc1ccc2c(c1)C(=O)CC1(CCC(C(C)(C)C)CC1)O2 (stereo unspecified)
-9,105*,COc1ccc(OCc2cccc(C(=O)O)c2)cc1
-22,-24,COc1cc(OC)c2c(-c3ccccc3)cc(=O)oc2c1C(CCN1CCCC1)c1ccc2c(c1)OCO2 (stereo unspecified)
-5,-7,C=C(C)C(=O)Nc1cccc(C2=NOC3(C2)C[C@@H](C(N)=O)N(C(=O)CC(c2ccccc2)c2ccccc2)C3)c1 (stereo partly specified)
-18,15,Cc1ccc(C2=NOC(C)(c3nnc(-c4ccc(Cl)cc4)o3)C2)cc1 (stereo unspecified)
14,10,CC1(C)CC(=O)C2=C(C1)Nc1ccccc1NC2c1cccnc1 (stereo unspecified)

As a working copy, part of the list above:
EP2 modulator,CHOP inhibitor,SMILES
7,10,O=c1onc2cnc3ccccc3n12
8,10,C=C1CCN(CC(=O)OC)S(=O)(=O)c2ccccc21
-15,9,COc1ccc(-c2cccc(C3CC=CC4C3C(=O)N(Cc3ccccc3)C4c3ccc4ccccc4c3)c2)cc1 (stereo unspecified)
21,-1,COCCNc1nc(C)cc(-c2cc(C(=O)NC3CCCC3)on2)n1
-6,29,Cc1ccc2c(c1)C(=O)CC1(CCC(C(C)(C)C)CC1)O2 (stereo unspecified)

The listing continues:
EP2 modulator,CHOP inhibitor,SMILES
23,-8,CNC(=O)[C@H]1O[C@@H](n2cnc3c(N)ncnc32)C(O)[C@H]1O (stereo partly specified)
-2,1,CN1CCCC1CCOC(C)(c1ccccc1)c1ccc(Cl)cc1 (stereo unspecified)
17,20,CCN1C(=O)N(S(=O)(=O)c2ccc(C)cc2)[C@@H](c2ccccc2)C(C(=O)OC)=C1C
16,-7,COc1cc(OC)c2c(c1C(CCN1CCOCC1)c1ccc(N(C)C)cc1)OC(=O)CC2c1ccc(N(C)C)cc1 (stereo unspecified)
-2,-6,Cc1nc(N=Nc2ccc(C(=O)O)cc2)c(COP(=O)(O)O)c(C=O)c1O
2,5,CC(/C=C/C1(O)C(C)CC(O)CC1(C)C)OC1OC(CO)C(O)C(O)C1O (stereo unspecified)
29,-11,C[C@H](NC(=O)OCc1ccccc1)C(=O)NNC(=O)[C@H](C)NC(=O)OCc1ccccc1
-2,4,O=C(O)C1CCNCC1
18,102*,CCCCC1=CC2=C(c3ccco3)C(=O)C(C)(OC(=O)c3ccc(OC)cc3)C(=O)C2=CN1Cc1ccco1 (stereo unspecified)
6,-23,CC(=O)NCCc1ccc(O)cc1
19,-5,COc1ccccc1NC(=O)Nc1nc(-c2cccnc2)nc2ccccc12
50,24,Fc1cccc(CCN2C(=S)NC[C@@H]2CC2CCCCC2)c1
34,-6,C=C/C(C)=C/[C@@]1(C)SC(=O)C(C)=C1O
27,104*,C=CCn1c(O)c(C2=c3ccccc3=NC2=O)sc1=Nc1ccc(O)cc1
3&-3,-3&9,Cc1ccc2c(c1C)NC(C(=O)O)C1CC=CC21 (stereo unspecified)
-22,14,O=C1c2ccccc2-c2n[nH]c3cccc1c23
15,11,CNc1ncnc2c1ncn2[C@@H]1O[C@H](CO)[C@H](O)C1O (stereo partly specified)
6,22,Cc1cc(C(F)(F)F)n2ncc(C(=O)O)c2n1
5,20,O=C1CCN(S(=O)(=O)c2ccccc2)CCN1CCOCc1ccccc1
-16,25,FC(F)(F)c1ccc(C2[C@H]3CN(Cc4ccc(-c5ccccc5)cc4)[C@H](c4ccccc4)C34CC2(c2ccccc2)C4)cc1 (stereo partly specified)
0,-5,CC(=O)Oc1cc2c(C(=O)NCc3ccncc3)c(C)oc2c2ccccc12
19,-15,COC(=O)CCC(=O)OC1(C)C(=O)C=C2C=C(C3CC3)N(CCCOC(C)C)C=C2C1=O (stereo unspecified)
